MRP reversal: MRP-mediated drug resistance reversal | AID 602 | H69AR cells + 2 uM doxorubicin, CellTiter-Glo, 72 h | actives 0.04% (n = 85,000) | differential viability (reversal), % at 10 µM;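 active = viability drop by adding the cancer drug above about 55%, with treated viability meeting a 40% cutoff, limit read from the data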;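 also: viability without doxorubicin minus viability with 2 µM doxorubicin for each compound; larger differential means the compound sensitizes cells more to doxorubicin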
IL1B NFkB pot: enhances IL-1B driven NFkB nuclear translocation. HUVEC IL-1B NFkB p65 nuclear translocation imaging. activation, % at 2 µM. actives 0.3% (n = 94,000). AID 819;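 active = activation above 40%, about the mean plus 3 SD, also judged a hit on visual image review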;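 also: percent activation is computed from the nuclear over cytoplasmic p65 intensity ratio; values of inactives mirror those of a sister screen read the other way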
Bcl-B TR3 displacers: displacers of TR3 peptide from Bcl-B, primary screen, selectivity assay for Bfl-1 inhibitor project, biochemical, fluorescence polarization; FP displacement of FITC-TR3 peptide from Bcl-B; higher % means a stronger effect; displacement, % at 20 µM; hits with a dose series show IC50 in µM; actives 0.11% (n = 96,000); AID 748;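 active = displacement above 50% at 20 µM plus a fluorescence interference ratio under 1.5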;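 also: plate controls were wells without compound for no effect and wells lacking Bcl-B protein for full effect; a part of the inactive calls stands beside numbers as strong as those of hits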
PLAP inhibition: PLAP enzyme inhibitors, biochemical, luminescence, HTS (AID 690). purified PLAP, luminescent substrate; higher % means a stronger effect. inhibition, % at 20 µM; hits with a dose series show IC50 in µM. actives 0.08% (n = 96,000); in the data active = a potency from the dose series; inactive = the rest, 99 in 100 with inhibition below about 30%; also: strong numbers were not always called active
NFkB transloc inh: blocks IL-1B driven NFkB nuclear translocation in HUVEC cells; HUVEC IL-1B NFkB p65 nuclear translocation imaging; actives 0.43% (n = 94,000); inhibition, % at 2 µM; AID 796;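 active = inhibition above about 30% together with a positive call from visual inspection of the well image, limit read from the data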;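 also: nuclear over cytoplasmic p65 intensity ratio measured by imaging; 0% = IL-1B stimulated DMSO wells and 100% = unstimulated DMSO wells; values of inactives mirror those of a sister screen read the other way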
MRP reversal cytotoxicity: recorded beside MRP reversal, whose call it bears; viability, %; H69AR cells, CellTiter-Glo, 72 h; measured here: cytotoxicity without doxorubicin
MRP reversal with doxorubicin: recorded beside MRP reversal, whose call it bears; viability, %; measured here: viability with 2 uM doxorubicin; hits give low values
NFkB transloc inh cell count 2 µM: second read-out of NFkB transloc inh, no call of its own (marks repeat the call); cell count; measured here: cells passing quality filter;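 raw number of nuclei counted in each imaged well without normalization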
IL1B NFkB pot cell count 2 µM: recorded beside IL1B NFkB pot, whose call it bears; cell count; measured here: cells passing quality filter
Active calls of the source: *; x = no result given. Some of the compounds tested. The share of hits here may be higher or lower than overall.

SMILES	MRP reversal	MRP reversal cytotoxicity	MRP reversal with doxorubicin	IL1B NFkB pot	IL1B NFkB pot cell count 2 µM	Bcl-B TR3 displacers	PLAP inhibition	NFkB transloc inh	NFkB transloc inh cell count 2 µM
CCN(CC)CCCOc1ccc(C)cc1Br	-1	81	82	-1	70	-2%	18%	-14	153
N#CCSCC(=O)Nc1ccc(F)cc1	10	103	93	-3	98	-10%	12%	3	98
Cc1cc(NC(=O)c2cnn3cccnc23)nn1CC(=O)Nc1cccnc1	5	90	84	-2	95	-4%	17%	2	95
COc1cc(CO)ccc1Oc1nnnn1-c1ccc(C(N)=O)cc1	-14	52	66	0	133	6%	-10%	0	133
O=C(c1ccco1)N1CCN(CC(=O)N2CCCc3c2c(=O)oc2ccc(O)cc32)CC1	12	94	82	-10	103	2%	-14%	10	103
CC12C(=O)N(c3cccc(OC(=O)c4ccco4)c3)C(=O)C1C1c3ccccc3C2c2ccccc21 (stereo unspecified)	x	x	x	7	173	-1%	-37%	-6	173
COc1cc(-c2ccccc2)nc2ccccc12	0	75	75	-4	156	x	x	4	156
Cc1nn(-c2nc3ccccc3s2)c(N)c1Sc1ccc(F)cc1	3	10	7	4	205	-2%	14%	-4	205
COc1ccc(Cc2nnc(SCC(=O)NC3CCCC3)o2)cc1	8	103	95	-9	72	x	x	9	72
Cc1c(/C=N/NC(=O)c2cc(=O)[nH]c(=O)[nH]2)c2ccccn2c1C(=O)c1ccccc1	x	x	x	9	160	-67%	-121%	-9	160
Nc1[nH]nc2nc(N3CCCC3)nc(-c3ccccc3)c12	16	88	72	x	x	-3%	-97%	x	x
O=C(NCCc1ccccc1)c1ccc(CS(=O)(=O)Cc2ccccc2F)o1	9	93	83	32	186	7%	10%	-32	186
COC(=O)c1cc(NC2c3ccccc3C(=O)N2Cc2ccco2)cc(C(=O)OC)c1 (stereo unspecified)	x	x	x	-1	193	5%	10%	1	193
CCCC(=O)NC(=S)Nc1ccccc1C(F)(F)F	x	x	x	37	150	-4%	-13%	-37	150
COc1ccc(-c2ncncc2-c2csc(C)n2)c(O)c1OC	0	92	92	-2	188	6%	-30%	2	188
Cc1onc(-c2ccccc2)c1C(=O)N1CC(C)OC(C)C1 (stereo unspecified)	x	x	x	-21	158	12%	0%	21	158
Cc1cc2nc(C3CCN(Cc4nnnn4Cc4cccs4)CC3)[nH]c2cc1C	-29	15	44	x	x	5%	7.7µM*	x	x
O=S(=O)(c1ccc(Cl)s1)N1CCc2ccccc2C1	-2	81	83	-10	114	8%	8%	10	114
COc1cccc(C(=O)Nc2c(C)n[nH]c2C)c1	-3	91	94	6	145	0%	7%	-6	145
O=C(O)c1ccccc1-c1ccccc1C(=O)NCc1ccco1	10	101	91	2	165	5%	-8%	-2	165
O=C(CSCc1ccccc1)Nc1cccc(C(=O)Nc2ccc(C(=O)O)cc2)c1	x	x	x	-6	137	-10%	6%	6	137
COc1ccc(-c2nn3c(C4CCCCC4)nnc3s2)cc1OC	1	66	65	10	143	-1%	-64%	-10	143
O=c1c2c(-c3cccs3)csc2ncn1-c1ccc(Br)cc1	-18	58	75	13	136	-1%	-15%	-13	136
O=S1CC/C(=N\O)c2ccccc21 (stereo unspecified)	6	91	84	-5	153	x	x	6	153
O=S(=O)(c1ccccc1Cl)N1CCCC1c1nc(-c2ccccc2Cl)no1 (stereo unspecified)	x	x	x	1	111	4%	8%	-1	111

4 of the compounds above, with bars between the fields.
structure | MRP reversal | MRP reversal cytotoxicity | MRP reversal with doxorubicin | IL1B NFkB pot | IL1B NFkB pot cell count 2 µM | Bcl-B TR3 displacers | PLAP inhibition | NFkB transloc inh | NFkB transloc inh cell count 2 µM
Cc1c(/C=N/NC(=O)c2cc(=O)[nH]c(=O)[nH]2)c2ccccn2c1C(=O)c1ccccc1 | x | x | x | 9 | 160 | -67% | -121% | -9 | 160
CCCC(=O)NC(=S)Nc1ccccc1C(F)(F)F | x | x | x | 37 | 150 | -4% | -13% | -37 | 150
Cc1cc2nc(C3CCN(Cc4nnnn4Cc4cccs4)CC3)[nH]c2cc1C | -29 | 15 | 44 | x | x | 5% | 7.7µM* | x | x
Nc1[nH]nc2nc(N3CCCC3)nc(-c3ccccc3)c12 | 16 | 88 | 72 | x | x | -3% | -97% | x | x

Going on with the list.
SMILES	MRP reversal	MRP reversal cytotoxicity	MRP reversal with doxorubicin	IL1B NFkB pot	IL1B NFkB pot cell count 2 µM	Bcl-B TR3 displacers	PLAP inhibition	NFkB transloc inh	NFkB transloc inh cell count 2 µM
CC(NC(=O)Cn1nc(C(=O)O)c2ccccc2c1=O)c1ccccc1 (stereo unspecified)	-28	63	91	-8	94	x	x	8	94
Nc1c2c(nc3ccc(Br)cc13)N(c1ccccc1)CC2	-11	32	43	x	x	-93%	-12%	x	x
CC1(C)Cc2ccccc2C(=O)N1	6	106	100	-19	183	0%	-18%	19	183
Cc1nn(C)c(C(=O)NNC(=S)NCc2ccco2)c1Cl	-16	79	95	24	90	x	x	-24	90
COc1ccc(/C=C2\SC(c3ccc(C)cc3)=NC2=O)cc1OC	x	x	x	31	128	-35%	34%	-31	128
CCOc1ccc(NC(=O)CSc2nccn2C)cc1	-15	89	104	9	124	x	x	-9	124
O=C(CSc1nc2ccccc2n1CC(=O)NCc1ccccc1)NCc1ccco1	14	95	81	-7	136	-4%	24%	7	136
CCOC(=O)C1=C(C)NC(C)=C(C(=O)OCC)C1C(=O)O	-4	94	99	4	210	-26%	13%	-4	210
CC1CCc2c(sc3c2C2=NS(=O)(=O)CCN2C=N3)C1 (stereo unspecified)	15	88	73	27	102	4%	17%	-27	102
COC(=O)c1c(-c2ccccc2)csc1N	2	100	98	38	132	1%	-8%	-38	132
CCOC(=O)c1oc2ccccc2c1CN1CCN(C(=O)c2ccccc2)CC1	-10	62	73	x	x	4%	-44%	x	x
CC(=O)c1c(C)[nH]c(C(=O)CSc2nnc(CN3CCCCCC3=O)n2-c2ccccn2)c1C	4	89	86	-4	106	5%	-72%	4	106
Cc1cc(C)nc(SCC(=O)c2cc3ccccc3oc2=O)n1	17	83	66	-3	125	-5%	-26%	3	125
FC(F)(F)c1nc(N2CCCC2)ncc1-c1nnnn1-c1ccc(Cl)cc1	x	x	x	7	168	0%	-35%	-6	168
Clc1cccc(CSc2nnc([C@@H]3CCCN3)o2)c1	-2	91	94	x	x	3%	-51%	x	x
Cc1c(Cl)cccc1NC(=O)CN1CCC(C(O)(c2ccccc2)c2ccccc2)CC1	x	x	x	-49	156	-4%	-39%	49*	156*
CC(C)(C)c1nc2ccccc2[nH]1	x	x	x	48*	158*	0%	-6%	-48	158
OC(CN1CCCCC1)CN1CCCCC1	-1	87	88	10	153	-2%	9%	-10	153
COc1ccc(CNC(=O)c2ccccc2SC)cc1	8	101	93	25	110	-11%	31%	-25	110
Cc1ccc(S(=O)(=O)NC(=O)NC(C)(C)C)cc1	5	93	88	x	x	-8%	4%	x	x
Cc1ccc2c(c1)SC1=NC(c3ccccc3)(C(F)(F)F)NC(=O)N12 (stereo unspecified)	-12	94	106	-4	190	5%	8%	4	190
O=C(CSc1ncnc2c1oc1ccccc12)Nc1ccc2c(c1)OCCO2	18	83	65	-7	119	x	x	7	119
O=C(NCc1cccnc1)c1ccccc1Br	-5	100	105	5	155	5%	1%	-5	155
Cc1c(NC(=O)OCCNC(=O)Nc2ccccc2)sc(=S)n1C	0	83	83	6	127	-1%	3%	-6	127
Cc1cccc(N(Cc2cc3ccccc3[nH]c2=O)C(=O)c2ccco2)c1C	11	96	85	x	x	1%	-42%	x	x
SMILES	MRP reversal	MRP reversal cytotoxicity	MRP reversal with doxorubicin	IL1B NFkB pot	IL1B NFkB pot cell count 2 µM	Bcl-B TR3 displacers	PLAP inhibition	NFkB transloc inh	NFkB transloc inh cell count 2 µM
O=C(C1CCCCC1)N1CCC(n2nnc3ccccc32)CC1	-1	93	94	8	148	x	x	-8	148
O=C(c1cccc(C(F)(F)F)c1)N1CCN(c2cc(=O)[nH]nc2-c2ccccc2)CC1	x	x	x	-2	100	-2%	-22%	2	100
Cc1ccc(N2CC(C(=O)OCc3ccccc3)CC2=O)cc1 (stereo unspecified)	3	108	105	9	145	15%	6%	-9	145
CCn1cc(-c2nnnn2-c2ccc(Cl)cc2)c(=O)c2ccccc21	x	x	x	4	163	2%	-14%	-4	163
O=c1oc2ccccc2c(N2CCCCC2)c1CN1CCCC1	5	103	97	9	119	x	x	-9	119
O=C(Nc1ccc(S(=O)(=O)Nc2ncccn2)cc1)c1ccc(Br)s1	x	x	x	-6	167	-35%	-33%	6	167
COc1ccc(S(=O)(=O)N2CCN(CCO)CC2)cc1-c1nnc2c3ccccc3c(C)nn12	-2	86	88	x	x	7%	-51%	x	x
Cc1ccc(N(C(=O)C(F)(F)F)C(C(=O)NC2CCCCC2)c2cccs2)cc1C (stereo unspecified)	x	x	x	-2	160	2%	32%	2	160
Cc1ccc(C(=O)N2CCCC(c3nc4c(nnn4Cc4ccccc4)c(=O)[nH]3)C2)cc1 (stereo unspecified)	x	x	x	10	141	-6%	-12%	-10	141
CCOC(=O)N1CCN(C(=O)COc2ccc(S(=O)(=O)NCc3ccccc3)cc2)CC1	9	87	79	x	x	-2%	-5%	x	x
COc1cc(C(c2sc3ncnn3c2O)N2CCN(c3ccccc3F)CC2)cc(OC)c1OC (stereo unspecified)	-12	80	92	7	177	1%	-62%	-7	177
Cc1cccc(N2CCN(C(=O)C34CC5CC(CC(C5)C3)C4)CC2)c1C	-14	67	81	2	87	-11%	6%	-2	87
O=C(Nc1ccccc1C1CC1)c1cccs1	-13	85	98	6	143	10%	5%	-6	143

6 entries from above, with two lines to a compound:
Sequence of screens: MRP reversal	MRP reversal cytotoxicity	MRP reversal with doxorubicin	IL1B NFkB pot	IL1B NFkB pot cell count 2 µM	Bcl-B TR3 displacers	PLAP inhibition	NFkB transloc inh	NFkB transloc inh cell count 2 µM
COc1ccc(CNC(=O)c2ccccc2SC)cc1
    8	101	93	25	110	-11%	31%	-25	110
Cc1ccc(S(=O)(=O)NC(=O)NC(C)(C)C)cc1
    5	93	88	x	x	-8%	4%	x	x
Cc1ccc2c(c1)SC1=NC(c3ccccc3)(C(F)(F)F)NC(=O)N12 (stereo unspecified)
    -12	94	106	-4	190	5%	8%	4	190
O=C(CSc1ncnc2c1oc1ccccc12)Nc1ccc2c(c1)OCCO2
    18	83	65	-7	119	x	x	7	119
O=C(NCc1cccnc1)c1ccccc1Br
    -5	100	105	5	155	5%	1%	-5	155
Cc1c(NC(=O)OCCNC(=O)Nc2ccccc2)sc(=S)n1C
    0	83	83	6	127	-1%	3%	-6	127

Screening data: PubChem BioAssay, several laboratories
